Screening results: PubChem, Broad Institute
GSK3 alpha inh – inhibitors of human GSK-3 alpha kinase. ADP-Glo luminescence, 60 min. inhibition, % at 10 µM. 320,000 compounds, 0.1% hits;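 in the data active means inhibition above about 50%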;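 further: GST-tagged GSK-3 alpha with peptide substrate and 25 µM ATP; 0% = DMSO neutral wells and 100% = GW8510 positive control wells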
Target sequence (P49840 whole entry, looked up): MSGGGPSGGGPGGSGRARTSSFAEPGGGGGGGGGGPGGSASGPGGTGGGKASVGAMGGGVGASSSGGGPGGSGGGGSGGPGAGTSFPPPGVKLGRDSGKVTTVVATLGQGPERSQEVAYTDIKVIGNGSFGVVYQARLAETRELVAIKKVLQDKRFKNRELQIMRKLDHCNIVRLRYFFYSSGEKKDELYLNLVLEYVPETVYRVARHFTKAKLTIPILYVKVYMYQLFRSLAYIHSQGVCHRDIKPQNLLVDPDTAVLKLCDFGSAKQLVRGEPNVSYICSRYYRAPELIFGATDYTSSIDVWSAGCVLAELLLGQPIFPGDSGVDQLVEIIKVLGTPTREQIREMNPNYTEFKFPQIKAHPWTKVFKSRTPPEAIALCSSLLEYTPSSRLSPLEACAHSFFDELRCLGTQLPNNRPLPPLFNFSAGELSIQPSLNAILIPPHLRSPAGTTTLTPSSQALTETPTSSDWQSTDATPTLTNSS
HDAC3 inhib – inhibitors of human histone deacetylase 3 | inhibition, % at 8.3 µM | 320,000 compounds, 0.15% hits | O15379 | recombinant HDAC3, fluorogenic peptide/trypsin coupled, fluorescence; in the data active means inhibition above about 26%, passing the limit was not always enough; inconclusive means no clear call, values can overlap the other calls
Target sequence (O15379 whole entry, looked up): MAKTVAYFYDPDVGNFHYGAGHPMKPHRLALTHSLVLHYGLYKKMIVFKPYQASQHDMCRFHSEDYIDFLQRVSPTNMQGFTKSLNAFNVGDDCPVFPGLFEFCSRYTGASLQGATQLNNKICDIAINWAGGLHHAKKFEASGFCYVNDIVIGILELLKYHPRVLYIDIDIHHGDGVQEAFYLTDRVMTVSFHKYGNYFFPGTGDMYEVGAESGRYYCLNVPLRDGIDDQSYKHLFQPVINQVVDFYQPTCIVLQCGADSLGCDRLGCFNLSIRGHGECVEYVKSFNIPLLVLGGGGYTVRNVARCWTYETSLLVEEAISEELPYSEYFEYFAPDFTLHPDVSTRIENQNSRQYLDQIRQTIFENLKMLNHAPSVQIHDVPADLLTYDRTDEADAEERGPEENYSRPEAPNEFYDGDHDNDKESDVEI
DYRK1A inh – inhibitors of rat Dyrk1A kinase; Q63470; ADP-Glo luminescence, NFATc1 peptide; inhibition, % at 12.5 µM; 310,000 compounds, 0.43% hits; in the data active means inhibition above about 50%;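 further: plate controls were vehicle with enzyme for no effect and no enzyme for full effect; many of its hits are not listed in these tables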
* hit, by the source's call; u = inconclusive. Not all compounds are listed; count on the stated rates, not on these rows.

SMILES	GSK3 alpha inh	HDAC3 inhib	DYRK1A inh
COc1ccccc1-c1nn(-c2ccccc2)cc1C(=O)NCC(c1ccco1)N1CCCC1 (stereo unspecified)	0	1	5
Cc1noc(C)c1S(=O)(=O)NCc1cccc(Cl)c1	0	-1	8
COCc1ccc(-c2c(-c3ccccc3OC)sc3cc4c(cc23)OCO4)cc1	1	-6	-7
c1csc(CNc2ncnc3ccc(-c4ccoc4)cc23)c1	1	-6	74*
CCOc1ncccc1C(=O)OCC(=O)Nc1ccc2c(c1)CCC2	3	4	-4
O=C(Nc1ccc(F)cc1)C1CCCN(C2=NS(=O)(=O)c3ccccc32)C1 (stereo unspecified)	-1	0	8
COc1ccccc1NS(=O)(=O)c1ccc(C)c(C(=O)NNC(=O)c2csc(N3CCOCC3)n2)c1	-2	-9	11
O=C(Nc1ccc(N2CCN(C(=O)c3cccs3)CC2)cc1)c1ccc(Br)o1	0	6	5
CN(CC(=O)Nc1ccccc1Cl)C(=O)COC(=O)c1ccc([N+](=O)[O-])s1	0	1	4
CN(Cc1nc2ccccc2c(=O)[nH]1)C(=O)C1CC(=O)N(c2cccc3ccccc23)C1 (stereo unspecified)	-1	9	1
CCN(CC)S(=O)(=O)c1cc(NC(=O)COC(=O)C2CCC2)ccc1C	-5	0	-2
COc1ccc(C(=O)N/C(=C\c2ccc(SC)cc2)C(=O)NCCCn2ccnc2)cc1OC	-4	8	-5
Cc1ccc(NC(=O)CCN2C(=O)NC3(CCCC3)C2=O)cc1S(=O)(=O)N1CCOCC1	4	0	1
CC(=O)Nc1ccc(S(=O)(=O)NCC(=O)OCC(=O)NNC(=O)c2ccccc2)cc1	-3	3	-8
CCC1(c2ccc(F)cc2)NC(=O)N(CC(=O)NC2CCCCCC2)C1=O (stereo unspecified)	-1	3	-3
COc1ccccc1OCC(=O)Nc1ncc(C)s1	3	-2	1
O=C(CN(Cc1ccco1)C(=O)c1cccc(F)c1)Nc1ccccc1C(F)(F)F	-4	9	7
COc1ccc2sc(-c3ccc(SC)cc3)c(C#CC(C)(C)O)c2c1	2	3	0
COc1cccc(NC(=O)CN(C)C(=O)CC2Sc3ccccc3NC2=O)c1 (stereo unspecified)	4	5	-2
CCCNC(C)(C)COC(=O)c1ccccc1	-5	-3	2
Cc1csc(=O)n1CCC(=O)NCc1ccc(F)cc1	-5	2	-3
CC(C)n1nc(C(=O)NC2CCCCCC2)c2ccccc2c1=O	-3	-6	1
CNS(=O)(=O)c1ccc(C(=O)NCC(=O)NCCC(c2ccccc2)c2ccccc2)cc1	-2	-2	-6
CN(CC(=O)Nc1ccc(F)c(F)c1F)C(=O)C1CCCCC1	1	-1	-5
COc1ccc(NS(=O)(=O)c2cc(N=Nc3c(O)[nH]c(=O)[nH]c3=O)ccc2Cl)cc1	2	-4	5
Cc1c(NS(=O)(=O)c2ccc(C(=O)NCc3ccc(F)cc3)cc2)c(=O)n(-c2ccccc2)n1C	1	-5	-1
O=C(CSc1n[nH]c(-c2ccc(Br)cc2)n1)NC1CCCC1	0	-2	-6
Cc1ccc(C(=O)NNC(=O)c2ccc3c(c2)OCCO3)cc1	-2	0	9
Cc1ccc(Cl)c(OCC(=O)OCC(=O)c2ccc[nH]2)c1	-1	-1	6
C[C@@H]1O[C@@H](O[C@H]2[C@H](O)[C@@H](O)[C@H](Oc3c(-c4ccc(O)cc4)oc4cc(O)cc(O)c4c3=O)O[C@@H]2CO)[C@H](O)[C@H](O)[C@H]1O	-3	-2	6
Cc1ccc(NC(=O)C(C)Oc2ccccc2)cc1S(=O)(=O)N1CCCCCC1 (stereo unspecified)	6	-3	-1
O=C(C[C@@H]1C/C=C\CCC(=O)OC[C@@H]2CCCN2C1=O)NCCO	1	-1	7
COc1ccc(S(=O)(=O)N2CCN(c3ncnc4c(-c5ccccc5)nsc34)CC2)cc1	-2	-3	-4
COc1cc2cc(CCCO)oc(=O)c2cc1OC	1	-3	-4
Cc1ccc(S(=O)(=O)Nc2ccc3c(c2)C(=O)N([C@H](C)CO)C[C@H](C)[C@@H](CN(C)Cc2ccccc2)O3)cc1	-3	-1	-3
COc1ccc(Cc2nnc(SCC(=O)c3c(N)n(C4CC4)c(=O)[nH]c3=O)o2)cc1	-3	-3	-6
CC(C)(C)c1nnc2sc(SCC(=O)N3CCCCC3)nn2c1=O	0	3	3
COc1cc(C=O)ccc1Oc1ccc(S(=O)(=O)N2CCOCC2)cc1[N+](=O)[O-]	0	1	4
O=C(COC(=O)c1c(F)cccc1F)Nc1ccc(N2CCCCC2)cc1	-2	-2	-3
Cc1cc(Br)ccc1NC(=O)CNC(=O)CNc1cccc([N+](=O)[O-])c1	-5	7	-3
Cn1nc(C(=O)Nc2ccc3c(c2)OCCO3)c2ccccc2c1=O	-2	5	2
Cc1ccc(NS(=O)(=O)c2ccc(C)c(NC(=S)NCCN3CCOCC3)c2)c(C)c1	-1	4	1
C/C(=N\NC(=O)c1cc2c(s1)CCC(C)C2)c1ccc[nH]1 (stereo unspecified)	0	-6	-2
COc1ccc(C2(C)NC(=O)N(CC(=O)NCC(=O)Nc3ccc(F)c(F)c3F)C2=O)cc1OC (stereo unspecified)	-5	-1	-4
C[C@H](CO)N1C[C@H](C)[C@@H](CN(C)C(=O)Nc2ccccc2)Oc2ccc(NC(=O)C3CC3)cc2C1=O	-3	1	3
CCOC(=O)[C@H]1[C@H]2COc3ccc(C)cc3[C@@H]2N2C(=O)c3cc(Br)ccc3NC(=O)[C@@]12C	-3	11	0
Cc1ccc(S(=O)(=O)CCC(=O)OCC(=O)NNC(=O)c2ccc([N+](=O)[O-])cc2)cc1	6	-3	1
COc1ccccc1CNC(=O)COC(=O)C1CC1	2	-3	5
C=CCn1c(SCC(=O)N2CCOCC2)nc2sc(CC)cc2c1=O	-4	0	8
C=CCn1c(SCC(=O)c2ccc(O)c(O)c2)nnc1-c1ccc(OC)cc1	13	-2	3
CCCn1c(SCC(=O)NC2CCC(C)CC2)n[nH]c1=O (stereo unspecified)	-1	-1	-2
Cc1ccc(NC(=O)CNc2cccc(Br)c2)cc1S(=O)(=O)N1CCOCC1	-1	10	-3
CCOc1ccc(S(=O)(=O)N2CN(c3cccc(C(C)=O)c3)c3nc4ccccc4nc32)cc1	-2	2	-1
CCOC(=O)C1=C(COC(=O)Cc2c(F)cccc2Cl)NC(=O)NC1C (stereo unspecified)	-1	-7	14
CNC[C@H]1Oc2c(NS(=O)(=O)c3ccc(F)cc3)cccc2C(=O)N([C@H](C)CO)C[C@@H]1C	-1	0	-13
CCC1(CC)NC(=O)N(CC(=O)OCc2nc3cc(C(=O)OC)ccc3c(=O)[nH]2)C1=O	3	-1	5
O=C(Cc1ccc(Cl)cc1)NNC(=O)C(=O)NC1CCCCC1	-1	-1	-4
c1ccc2cc(C3CCCCC3)ncc2c1	-3	u	6
CSCCC(NC(=O)c1ccco1)C(=O)N1CCN(c2ccccc2O)CC1 (stereo unspecified)	-3	-6	2
O=C(COC(=O)c1ccc([N+](=O)[O-])cc1Cl)NCc1ccco1	-5	5	-1
Continued:
SMILES	GSK3 alpha inh	HDAC3 inhib	DYRK1A inh
COc1ccc(S(=O)(=O)Nc2ccc3c(c2)CC(=O)N([C@@H](C)CO)C[C@H](C)[C@@H](CN(C)S(=O)(=O)c2ccc(F)cc2)O3)cc1	5	3	-10
CCN(CC)S(=O)(=O)c1ccc(OCC(=O)NC(=O)Cc2ccccc2)c([N+](=O)[O-])c1	1	7	-5
O=C1CC(N2CCN(S(=O)(=O)c3ccccc3F)CC2)C(=O)N1c1ccc(F)cc1F (stereo unspecified)	-5	1	-1
Cc1cccc(NC(=O)COC(=O)c2ccc3nc(C)c(C)nc3c2)c1	2	-3	-2
Cc1ccc(C(=O)NCc2ccc(Cl)cc2)cc1S(=O)(=O)N1CCCCC1	-1	4	-6
O=C(c1ccc(S(=O)(=O)N2CCCCCC2)cc1)N1CCN(Cc2ccccc2)CC1	1	2	-4
CS(=O)(=O)c1ccc(Cl)c(NC(=O)CCN2C(=O)C3CC=CCC3C2=O)c1 (stereo unspecified)	0	1	4
O=C(COC(=O)c1ccc2c(c1)OCCO2)Nc1ccc(F)cc1F	-2	0	-2
CCOC(=O)CCCCCC(=O)Nc1ccc2c(c1)C(=O)N([C@H](C)CO)C[C@@H](C)[C@H](CN(C)Cc1ccc3c(c1)OCO3)O2	-2	4	17
Cc1ccc(S(=O)(=O)N2CCN(C(=O)c3n[nH]c(=O)c4ccccc34)CC2)c(C)c1	1	-1	0
C#CCOCCOCCOCCNc1nc(N2CCN(C(=O)CCCCCCCCCCNC(=O)[C@H]([C@@H](C)CC)n3cc(CCCCCN)nn3)CC2)nc(N2CCN(C(=O)CCCCCCCCCCNC(=O)[C@H](CCCCN)n3cc(CCCC(=O)O)nn3)CC2)n1	13	15	-3
O=C(O)c1cccc2c1C(=O)c1ccc(Cl)cc1S2(=O)=O	-1	-6	-1
CCOc1ncccc1C(=O)Nc1ccc2c(c1)OCCO2	-4	15	11
CCOc1cc(N2CCOCC2)c(OCC)cc1NC(=O)COc1cccc(CC)c1	1	10	-8
O=C(COC(=O)CSc1ccc(F)cc1)NCc1ccco1	5	-4	2
OCC[C@H]1C[C@H](O)[C@@H](O)[C@@]2(Cc3ccccc3CCO2)O1	2	1	2
Cc1cc(C)c(NC(=O)CNC(=O)Cc2ccc(S(=O)(=O)N3CCOCC3)s2)c(C)c1	-1	2	-4
CCN1C(=NCCc2ccc([N+](=O)[O-])cc2)N[C@@H](c2ccccc2)[C@H](C(=O)OC)[C@H]1C	-2	0	0
O=C1C(Cc2ccccc2)Nc2ncnc(N3CCCCC3)c2N1Cc1ccccc1 (stereo unspecified)	-1	-11	-11
CCC(CO)Oc1cc(NCc2ccc(O)cc2)c2ncn(C(C)C)c2c1 (stereo unspecified)	-3	-2	10
Cn1c(SCC(=O)NCC2CCCO2)nc2scc(-c3ccccc3)c2c1=O (stereo unspecified)	10	-1	1
O=c1oc2ccc(C#CC3(O)CCCCC3)cc2cc1-n1cc(C2(O)CCCCC2)nn1	0	15	6
Cc1ccc(S(=O)(=O)N2CCCCC2)cc1NC(=O)[C@@H]1CCCN1C(=O)c1cccs1	-4	11	6
O=C(COC(=O)c1cccc(Cl)c1Cl)NCc1cccs1	-2	-1	3
CC(=O)c1ccc(S(=O)(=O)NCCC(=O)N2CCN(c3ccccn3)CC2)cc1	-8	-2	-2
Nc1ccccc1S(N)(=O)=O	2	3	4
Cc1ccc(C)c(-n2ccnc2SCC(=O)Nc2cccc(S(=O)(=O)NC3=NCCC3)c2)c1	-1	1	3
O=C(CCNC(=O)c1ccco1)NCCN1C(=O)S/C(=C\c2ccc(F)cc2)C1=O	-2	10	-1
COc1cc(OC)cc(-c2oc(=O)c3cc(OC)c(OC)cc3c2/C=C/c2ccc(F)cc2)c1	-1	2	-8
O=C(NCc1ccccc1Cl)C1=CC=CN2CCS(=O)(=O)N=C12	-1	-19	-1
O=c1cc(-c2ccsc2)oc2cc(-c3ccc4c(c3)OCO4)ccc12	0	1	4
CC1CCCN(S(=O)(=O)c2cccc(C(=O)OCC(=O)N(C)Cc3c(F)cccc3Cl)c2)C1 (stereo unspecified)	-4	2	-1
O=S(=O)(NC1CCCCCC1)c1cccc(Cl)c1	-2	2	-2
C/C(=C\c1ccc(C(=O)O)cc1)c1ccc2c(c1)C(C)(C)CCC2(C)C	-2	1	-9
N#Cc1ccc(-c2ccc(OCC(=O)NN=Cc3ccncc3)cc2)cc1	-3	3	2
Cc1ccc(CN(C)C(=O)c2cc(S(=O)(=O)N3CCOCC3)ccc2F)o1	-2	-8	-2

A second format for two compounds above.
| compound | GSK3 alpha inh | HDAC3 inhib | DYRK1A inh |
| --- | --- | --- | --- |
| CNC[C@H]1Oc2c(NS(=O)(=O)c3ccc(F)cc3)cccc2C(=O)N([C@H](C)CO)C[C@@H]1C | -1 | 0 | -13 |
| CCC1(CC)NC(=O)N(CC(=O)OCc2nc3cc(C(=O)OC)ccc3c(=O)[nH]2)C1=O | 3 | -1 | 5 |

(next part)
SMILES	GSK3 alpha inh	HDAC3 inhib	DYRK1A inh
Cc1csc(SCC(=O)NC2CCCC2)n1	-1	0	-1
CCCn1c(N)c(C(=O)CSc2nnc(C3CC3)n2-c2ccccc2)c(=O)[nH]c1=O	-4	-4	6
Cc1ccc(C(=O)CCC(=O)Nc2ccc(C)cn2)cc1	3	4	-2
CC(OC(=O)c1ccccn1)C(=O)Nc1ccc(C(F)(F)F)cc1 (stereo unspecified)	-2	-2	1
COc1ccc(S(=O)(=O)Nc2ccc3c(c2)C(=O)N([C@@H](C)CO)C[C@H](C)[C@H](CN(C)CC2CC2)O3)cc1	1	1	8
CC(CC(=O)OCC(=O)NCc1ccc(Cl)cc1)c1ccccc1 (stereo unspecified)	-2	7	-1
Cc1ccc(C(=O)OCC(=O)N(Cc2ccccc2)C(C)C)cc1C	-4	5	4
COc1cc2c(cc1CNC[C@H]1O[C@@H](n3cnc4c(N)ncnc43)[C@H](O)[C@@H]1O)OCO2	-1	-1	-1

Some of the entries so far, bar-delimited.
canonical_smiles | GSK3 alpha inh | HDAC3 inhib | DYRK1A inh
Cc1csc(SCC(=O)NC2CCCC2)n1 | -1 | 0 | -1
CCCn1c(N)c(C(=O)CSc2nnc(C3CC3)n2-c2ccccc2)c(=O)[nH]c1=O | -4 | -4 | 6
Cc1ccc(C(=O)CCC(=O)Nc2ccc(C)cn2)cc1 | 3 | 4 | -2
CC(OC(=O)c1ccccn1)C(=O)Nc1ccc(C(F)(F)F)cc1 (stereo unspecified) | -2 | -2 | 1
COc1ccc(S(=O)(=O)Nc2ccc3c(c2)C(=O)N([C@@H](C)CO)C[C@H](C)[C@H](CN(C)CC2CC2)O3)cc1 | 1 | 1 | 8
CC(CC(=O)OCC(=O)NCc1ccc(Cl)cc1)c1ccccc1 (stereo unspecified) | -2 | 7 | -1
